Bioassay records as filed in PubChem.
QS inhibitor: S. aureus quorum sensing inhibitors, primary screen, RNAIII-GFP reporter, flow cytometry | S. aureus RN6390 RNAIII-GFP reporter, AIP-induced, flow cytometry 3 h | inhibition, % at 2 µM | actives 0.3% (n = 24,000);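 active = share of bacteria positive for the green fluorescent reporter and its mean brightness both inhibited by 50% or more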;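 note: 0% = AIP-stimulated control and 100% = unstimulated bacteria without AIP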
QS inhibitor GFP MFI %: also measured in QS inhibitor; calls as there; inhibition, %; measured here: inhibition of GFP MFI
Numbers without * were called inactive. A portion of the library; count on the stated rates, not on these rows.

For COc1ccc(C2C(=O)N(C3CCCCC3)CC(=O)N2C2CCCC2)cc1 (stereo not given) the results were QS inhibitor -0.4 and QS inhibitor GFP MFI % -11.3.
For Cc1sc2ncn3ncnc3c2c1C the results were QS inhibitor 1.1 and QS inhibitor GFP MFI % 2.7.
Screening Cc1ccnc(NC(=O)C2CCN(S(=O)(=O)c3cccc4nsnc34)CC2)c1 returned QS inhibitor 0.7 and QS inhibitor GFP MFI % 15.0.
CCOC(=O)CNC(=O)CSc1nc(N(C)C)nc(N2CCOCC2)n1 was read as QS inhibitor -2.5 and QS inhibitor GFP MFI % -1.9.
Screening CCN(CCNC(=O)CCCn1nc(C)n2c(cc3sccc32)c1=O)c1ccccc1 returned QS inhibitor 12.4 and QS inhibitor GFP MFI % 26.0.
`Cn1cccc1Cc1nnc(SCC(=O)Nc2ccccc2)n1-c1ccc(F)cc1` gave QS inhibitor 60.6* and QS inhibitor GFP MFI % 52.2*.
For COc1cc(C(=O)O)ccc1OC(C)=O the results were QS inhibitor 0.7 and QS inhibitor GFP MFI % 3.8.
For Cc1cc(N2CC(C(=O)O)CC2=O)ccc1Br (stereo not given) the results were QS inhibitor -0.3 and QS inhibitor GFP MFI % -16.7.
Screening O=C(O)/C=C/c1ccc(O)c(O)c1 returned QS inhibitor 1.4 and QS inhibitor GFP MFI % 4.1.
For O=C1NC2(CCCCC2)N=C1c1ccc(F)cc1 the results were QS inhibitor -5.6 and QS inhibitor GFP MFI % -8.8.
Cc1ccc(C)c(NC(=O)CCN2CC(C)OC(C)C2)c1 (stereo not given) was read as QS inhibitor -2.2 and QS inhibitor GFP MFI % -11.5.
`O=C(NCc1nnc(SC/C=C/c2ccccc2)o1)c1ccco1` gave QS inhibitor 4.2 and QS inhibitor GFP MFI % 18.6.
O=C(Cn1c(=O)oc2cc(S(=O)(=O)N3CCc4ccccc43)ccc21)NC1CCCC1 was read as QS inhibitor -1.1 and QS inhibitor GFP MFI % -2.9.
Screening COc1ccc(N2CCN(c3ccc(N)cc3C#N)CC2)cc1 returned QS inhibitor -0.7 and QS inhibitor GFP MFI % -3.6.
For CCOC(=O)C1CCN(S(=O)(=O)c2c(C)n[nH]c2C)CC1 the results were QS inhibitor -0.9 and QS inhibitor GFP MFI % -2.2.
Screening O=C1NCCN1Cc1ccccc1F returned QS inhibitor 4.1 and QS inhibitor GFP MFI % 11.3.
`COC(=O)C1=[N+]([O-])OC(C(=O)OC)C1c1c[nH]c2ccccc12` (stereo not given) gave QS inhibitor 7.8 and QS inhibitor GFP MFI % 34.7.
`O=C(CNS(=O)(=O)c1cccs1)N1CCN(c2ccccn2)CC1` gave QS inhibitor 1.5 and QS inhibitor GFP MFI % 5.8.
`CCOc1ccccc1NC(=O)CSc1nnc2c(CC)c(C)nc(N)n12` gave QS inhibitor 6.8 and QS inhibitor GFP MFI % 20.1.
Screening c1cncc(-c2nc3ccccc3o2)c1 returned QS inhibitor -1.1 and QS inhibitor GFP MFI % -3.2.
COC(=O)c1cc2c(cc1NC(=O)CSCCc1ccccn1)OCO2 was read as QS inhibitor 0.5 and QS inhibitor GFP MFI % 18.9.
`COC1CCCCC1NS(=O)(=O)c1ccc(Cl)cc1` (stereo not given) gave QS inhibitor -1.2 and QS inhibitor GFP MFI % -36.2.
`COc1ccc(CCNC(=O)c2nnn(-c3ccccc3OC)c2N)cc1OC` gave QS inhibitor -3.0 and QS inhibitor GFP MFI % -14.0.
`O=C(Cn1cc2c(n1)CCCCC2)N1CCCCC1` gave QS inhibitor -8.2 and QS inhibitor GFP MFI % -28.5.
`CCC(Oc1ccc2ccccc2c1)C(=O)O` (stereo not given) gave QS inhibitor -0.4 and QS inhibitor GFP MFI % -6.8.
Screening O=C(NCCCN1CCN(Cc2ccccc2)CC1)C1CCN(S(=O)(=O)N2CCCC2)CC1 returned QS inhibitor -0.7 and QS inhibitor GFP MFI % -9.4.
`CN(C)C(CNS(=O)(=O)c1ccc(Br)cc1)c1cccnc1` (stereo not given) gave QS inhibitor -4.4 and QS inhibitor GFP MFI % -5.8.
COc1ccc(OC)c(-n2nnnc2SCC(=O)NCc2ccc3c(c2)OCO3)c1 was read as QS inhibitor -0.3 and QS inhibitor GFP MFI % -35.3.
Screening CC1CCN(c2nc3c(c(=O)n(C)c(=O)n3C)n2Cc2ccccc2)CC1 returned QS inhibitor 4.0 and QS inhibitor GFP MFI % 0.5.
Screening CN1CCN(c2nc3c(c(=O)[nH]c(=O)n3C)n2CCSc2nc3ccccc3s2)CC1 returned QS inhibitor -2.3 and QS inhibitor GFP MFI % -5.0.
`CCOC(=O)C1=C(C)N(C)C(C)=C(C(=O)OCC)C1c1cccnc1` gave QS inhibitor -0.3 and QS inhibitor GFP MFI % 13.2.
Screening COCCNC(=O)C(C)N(c1ccc(Oc2ccccc2)cc1)S(C)(=O)=O (stereo not given) returned QS inhibitor -1.5 and QS inhibitor GFP MFI % -13.4.
For COc1ccccc1OCCSc1nnnn1-c1ccc(C)cc1 the results were QS inhibitor -0.1 and QS inhibitor GFP MFI % 0.4.
`CCCOc1ccc(C2C(C(=O)c3ccc(C)o3)=C(O)C(=O)N2Cc2cccnc2)cc1` (stereo not given) gave QS inhibitor 7.4 and QS inhibitor GFP MFI % -1.4.
CCOc1ccc(NC(=O)CSc2nnnn2CC(=O)O)cc1 was read as QS inhibitor -1.2 and QS inhibitor GFP MFI % 4.0.
`CCOc1ccc(NC(=O)c2ccccc2CO)cc1` gave QS inhibitor 2.0 and QS inhibitor GFP MFI % 4.9.
Screening COc1cccc(-c2nc(CS(=O)(=O)CC(=O)Nc3cc(C)ccc3C)c(C)o2)c1 returned QS inhibitor 2.9 and QS inhibitor GFP MFI % 6.0.
For Cc1ccccc1-n1c(=O)cc(NCC2CCCO2)[nH]c1=O (stereo not given) the results were QS inhibitor 2.2 and QS inhibitor GFP MFI % 6.4.
Screening COc1ccc(-c2cn3c(C)c(C(=O)NCCN4CCOCC4)sc3n2)cc1 returned QS inhibitor -3.0 and QS inhibitor GFP MFI % -18.2.
O=C(Cn1ncn2cccc2c1=O)N1CCCCC1 was read as QS inhibitor -2.6 and QS inhibitor GFP MFI % -33.2.
`CNC(=O)CN(C#N)c1nc(N(C)C)nc(N(C)C)n1` gave QS inhibitor 1.2 and QS inhibitor GFP MFI % 9.7.
Screening CCOC(=O)c1cc2cc(CC(=O)c3ccc(OCC)cc3O)ccc2o1 returned QS inhibitor -2.6 and QS inhibitor GFP MFI % -32.9.
For Cc1ccccc1-c1nc(Cc2ccccc2)no1 the results were QS inhibitor 0.1 and QS inhibitor GFP MFI % 4.5.
Screening CC1CCCCN1CCNC(=O)c1ccc2c(=O)n(CCc3ccccc3)c(=O)[nH]c2c1 (stereo not given) returned QS inhibitor 0.7 and QS inhibitor GFP MFI % 5.7.
`CC(OC(=O)c1cccc(NS(C)(=O)=O)c1)C(=O)Nc1ccc(N2CCOCC2)cc1` (stereo not given) gave QS inhibitor -1.2 and QS inhibitor GFP MFI % -20.8.
For O=C(c1cnc2ccccn2c1=O)N1CCCc2ccccc21 the results were QS inhibitor 6.7 and QS inhibitor GFP MFI % 7.3.
For CCOc1ccc(C2CC(c3ccc(CC)cc3)Nc3nc(N)nn32)cc1 (stereo not given) the results were QS inhibitor -3.3 and QS inhibitor GFP MFI % -2.9.
Screening O=S(=O)(Nc1ccc2c(c1)oc1ccccc12)N1CCCC1 returned QS inhibitor -3.6 and QS inhibitor GFP MFI % -10.4.
For COC(=O)Cn1ncn2cccc2c1=O the results were QS inhibitor -1.3 and QS inhibitor GFP MFI % -6.5.
`COC(=O)Cn1c2c(c3cc(C)ccc31)CCCC2` gave QS inhibitor 0.6 and QS inhibitor GFP MFI % 2.2.
For COC(=O)NC1CSCC1OC(=O)CN1C(=O)c2ccccc2C1=O (stereo not given) the results were QS inhibitor -2.0 and QS inhibitor GFP MFI % -14.7.
O=C(O)c1ccc(CSc2ncn[nH]2)cc1 was read as QS inhibitor -1.5 and QS inhibitor GFP MFI % -2.6.
O=C(Cn1cnc2c(nnn2Cc2ccc(Cl)cc2)c1=O)OCc1ccccc1 was read as QS inhibitor -2.7 and QS inhibitor GFP MFI % 0.3.
Cc1ccc2nc(NC(=O)CN(C)S(=O)(=O)c3cccc4nsnc34)sc2c1 was read as QS inhibitor -3.0 and QS inhibitor GFP MFI % -42.2.
Screening CCN1CCCC1CNC(=O)CSCc1nc(-c2ccccc2C)oc1C (stereo not given) returned QS inhibitor 4.1 and QS inhibitor GFP MFI % 9.3.
Screening Cc1cccc(CN2CCC(CNC(=O)C3CCCN(S(=O)(=O)c4cnc[nH]4)C3)CC2)c1 (stereo not given) returned QS inhibitor -1.6 and QS inhibitor GFP MFI % 3.7.
For CCOc1cc2[nH]c(=S)n(CCOC)c(=O)c2cc1OCC the results were QS inhibitor -3.5 and QS inhibitor GFP MFI % -9.0.
COc1ccccc1C(=O)N1CCN(C(=O)COc2cccc(C)c2)CC1 was read as QS inhibitor 2.6 and QS inhibitor GFP MFI % 10.0.
O=C(Nc1ccccc1Cl)c1ccc2c(c1)N(Cc1ccc(F)cc1)C(=O)CS2=O (stereo not given) was read as QS inhibitor 1.0 and QS inhibitor GFP MFI % 3.4.
Screening CC1CCc2nn(CC(=O)NCc3ccc(F)cc3)cc2C1 (stereo not given) returned QS inhibitor -1.9 and QS inhibitor GFP MFI % -7.5.
Screening CC12CC(NC(=O)N1Cc1ccccc1)c1ccccc1O2 (stereo not given) returned QS inhibitor -5.4 and QS inhibitor GFP MFI % -7.9.
Screening CCSc1nnc2c(n1)OC=Nc1ccc(Br)cc1-2 returned QS inhibitor -1.1 and QS inhibitor GFP MFI % 7.7.
Screening Cc1nnc(SCC(=O)Nc2cc(C(F)(F)F)ccc2N2CCOCC2)o1 returned QS inhibitor -1.0 and QS inhibitor GFP MFI % 0.2.
`O=c1c2cn[nH]c2nc(SCc2ccc3c(c2)OCCO3)n1-c1ccccc1` gave QS inhibitor 2.4 and QS inhibitor GFP MFI % 37.8.
For CCN(CC)S(=O)(=O)c1ccc2[nH]cc(C(=O)NCCC3=CCCCC3)c(=O)c2c1 the results were QS inhibitor 15.2 and QS inhibitor GFP MFI % 29.4.
For CC(=O)NC1(C(F)(F)F)C(=O)NC(C)=C1C#N (stereo not given) the results were QS inhibitor -2.4 and QS inhibitor GFP MFI % -5.5.
For CCCS(=O)(=O)N1CCCC(C(=O)N2CCC(Cc3ccccc3)CC2)C1 (stereo not given) the results were QS inhibitor -0.6 and QS inhibitor GFP MFI % -9.6.
For Cc1cc(C)n(CC(=O)n2c3c(c4ccccc42)CCCC3)n1 the results were QS inhibitor 1.5 and QS inhibitor GFP MFI % 10.9.
